M. tuberculosis – growth inhibition of non-replicating M. tuberculosis (AID 488890); Mycobacterium tuberculosis non-replicating, growth inhibition; higher % means a stronger effect; inhibition, % at 25 µM; hits with a dose series show IC50 in µM; hit rate 0.39% among 320,000; in the data active = a potency from the dose series; inconclusive = inhibition mostly from about 82% at the one dose, without a potency; inactive = the rest, 99 in 100 with inhibition below about 76%;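 also: plate controls were DMSO cells for no effect and high antibiotic wells for full effect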
H37Rv inhibition – M. tuberculosis growth inhibition, HTS (AID 449762); M. tuberculosis H37Rv growth inhibition, 7H9 media; higher % means a stronger effect; hit rate 0.59% among 330,000; inhibition, % at 25 µM; hits with a dose series show IC50 in µM; in the data active = a potency from the dose series; inconclusive = inhibition above about 70% without an active follow-up result;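 also: bacterial growth assessed after seven days of incubation; strong numbers were not always called active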
PhoP GFP inhibition – PhoP regulon inhibitors, Salmonella typhi PhoP promoter GFP reporter, confirmatory (AID 1850); Salmonella Typhi PhoP-promoter GFP reporter, fluorescence, 4 h; higher % means a stronger effect; inhibition, % at 50 µM, or IC50 in µM where a hit was titrated; hit rate 0.33% among 310,000; in the data active = a potency from the dose series; inconclusive = inhibition mostly from about 25% at the one dose, without a potency; inactive = the rest, 99 in 100 with inhibition below about 19%;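 also: 0% = induced wells with vehicle and 100% = uninduced wells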
H1N1 NS1A inhibition – H1N1 influenza NS1A inhibitors, functional cell based assay (AID 504329); NS1A functional cell-based assay, percent inhibition; higher % means a stronger effect; hit rate 0.3% among 340,000; inhibition, % at 12.5 µM, or IC50 in µM where a hit was titrated; in the data active = a potency from the dose series; inconclusive = inhibition above about 27% without an active follow-up result; also: strong numbers were not always called active
VEEV TC-83 Vero – inhibitors of VEEV TC-83 cytopathic effect, confirmation, Vero cells (AID 588727); Vero cells, VEEV TC-83 cytopathic effect inhibition; higher % means a stronger effect; one-dose inhibition, % at 20 µM; IC50 in µM for titrated hits; hit rate 0.13% among 350,000; in the data active = a potency from the dose series; inconclusive = inhibition mostly from about 14% at the one dose, without a potency; inactive = the rest, 99 in 100 with inhibition below about 12%; also: strong numbers were not always called active
VEEV TC-83 Vero 10K pilot screen – recorded beside VEEV TC-83 Vero, whose call it bears; inhibition, %; measured here: 10K pilot screen inhibition
An asterisk follows results filed as active; i = inactive; u = inconclusive; x = no result given. Rows are unselected. Share with any hit: about 1.5%.

SMILES	M. tuberculosis	H37Rv inhibition	PhoP GFP inhibition	H1N1 NS1A inhibition	VEEV TC-83 Vero	others
COCCNC(=S)Nc1ccc2[nH]c(=O)[nH]c2c1	1%	-3%	20%	-1%	2.3%
COC(=O)[C@H](CC(C)C)NC(=O)Cn1cnc2c(OCc3ccccc3)ncnc21	27%	11%	x	9%	1.2%
CCOC(=O)c1cccc(S(=O)(=O)N(CCO)Cc2cc3cc(OC)ccc3[nH]c2=O)c1	13%	5%	-10%	-13%	1.7%
O=C(c1cccc(Cl)c1)N1CCC2CC1c1cc(-c3ccccc3)ccc12 (centres undefined)	x	x	x	10%	i
CSc1nc2c(c(=O)[nH]1)C(c1cccc(Cl)c1Cl)CC(=O)N2 (centres undefined)	2%	-2%	10%	x	1.1%
Cc1c(NP(=O)(Oc2ccccc2F)Oc2ccccc2F)c(=O)n(-c2ccccc2)n1C	-30%	10%	-5%	4%	0.4%
CCC(C)Nc1ccc(NC(C)CC)cc1 (centres undefined)	u	1.1µM*	x	23%	10.0%
COc1ccc(N(/N=C2\Sc3ccccc3C2=O)C(C)=O)cc1	x	x	x	6%	2.5%
Nn1c(-c2ccccn2)nnc1-c1ccccn1	8%	-6%	0%	16%	1.3%
Cc1ccc(-c2nc3ncccc3o2)cc1NC(=O)c1ccc2c(c1)OCO2	x	x	x	-2%	0.7%
Cc1ccc(-c2cc(C(=O)N/N=C/c3ccco3)[nH]n2)cc1	50%	-2%	-1%	-14%	4.6%
Cc1ccc(NS(=O)(=O)c2cc3[nH]c(=O)c(=O)[nH]c3cc2C)c(C)c1	-5%	-2%	-10%	0%	0.8%
CCN(CC(=O)NCc1cccs1)C(=O)CCCOc1ccc(C(C)(C)C)cc1	60%	-5%	x	-7%	6.8%
CCOC(=O)C(Cc1ccccc1)NC(=O)CNC(=O)CNC(=O)OCc1ccccc1 (centres undefined)	-5%	-7%	4%	-6%	i
Cc1cc([N+](=O)[O-])nn1CCCC(=O)Nc1sc2c(c1C(N)=O)CCC(C)C2 (centres undefined)	7%	1%	-1%	-8%	1.6%

Next part; it opens with the two that closed the last part.
SMILES	M. tuberculosis	H37Rv inhibition	PhoP GFP inhibition	H1N1 NS1A inhibition	VEEV TC-83 Vero	others
CCOC(=O)C(Cc1ccccc1)NC(=O)CNC(=O)CNC(=O)OCc1ccccc1 (centres undefined)	-5%	-7%	4%	-6%	i
Cc1cc([N+](=O)[O-])nn1CCCC(=O)Nc1sc2c(c1C(N)=O)CCC(C)C2 (centres undefined)	7%	1%	-1%	-8%	1.6%
O=C(O)c1ccc(CS(=O)(=O)c2ccc(Br)cc2)cc1	19%	1%	3%	-4%	2.8%
C/C(=N\OCc1ccc(C#N)cc1)c1ccccc1	26%	0%	-33%	-6%	i
COc1cc(-c2nc(C(F)(F)F)c(OC)o2)cc(OC)c1OC	-9%	-3%	-1%	4%	2.2%
Cn1c(C(=O)N2CCCC(C(=O)NCCN3CCOCC3)C2)cc2sccc21 (centres undefined)	-13%	-1%	13%	-1%	1.0%
Cc1ccc2c(c1)/C(=N/N1C(=O)c3ccccc3C1=O)C(=O)N2	-6%	-4%	1%	8%	0.9%
CC(C)N(CCn1c(=S)[nH]c2ccccc2c1=O)C(C)C	12%	-4%	-6%	-1%	0.9%
Cc1nn(CC(=O)Nc2ccc3c(c2)OCCO3)c(C)c1[N+](=O)[O-]	15%	49%	x	-8%	0.4%
CSc1nc(N2CCOCC2)c2sccc2n1	2%	-3%	5%	0%	0.3%
CN(C)CCC(=O)c1ccc(Cl)cc1	u	u	11%	-3%	4.4%
CCOC(=O)c1c(CC(C)C)csc1/N=C/C1C(=O)CCCC1=O	-13%	0%	5%	-2%	0.3%
COc1c(F)c(F)c(C(=O)Nc2ccc(N3CCN(C(C)=O)CC3)c(Cl)c2)c(F)c1F	12%	61%	-3%	21%	i
Cc1cc(C)n2nc(SCC(=O)N(CCC#N)c3ccccc3F)nc2n1	-17%	-22%	x	-13%	3.2%
CCN1C(=O)C(=O)N(Cc2ccc(OC)c(F)c2)C1=O	60%	-6%	12%	5%	i
Cn1c(=O)c(=O)n(C)c2cc(S(=O)(=O)N3CCCC3C(=O)NCc3ccco3)ccc21 (centres undefined)	8%	-1%	-3%	-71%	2.4%
C=C(C)c1cccc(C(C)(C)NC(=O)N2CCN(c3ncccn3)CC2)c1	7%	-9%	-14%	3%	2.1%
O=C1C2C(c3ccccc3)C=CC(c3ccccc3)C2C(=O)N1CCCO (centres undefined)	5%	4%	-7%	-10%	1.9%
N#CC1=C(N)Oc2c(oc(CO)cc2=O)C1c1ccsc1 (centres undefined)	3%	2%	1%	-3%	6.2%
CC1(C)CC(NC(=O)C(C)(C)Oc2ccc(Cl)cc2)CC(C)(C)N1	6%	4%	10%	-2%	i
O=C1c2cccnc2C(Nc2ccc(S(=O)(=O)N3CCCCCC3)cc2)N1Cc1ccccc1 (centres undefined)	27%	2%	0%	9%	i
Oc1cccc(Nc2c3ccccc3nc3ccccc23)c1	45%	8%	20%	8%	0.3%
CC(C)CC(=O)Nc1nnc(SCC(=O)Nc2ccc3c(c2)OCO3)s1	16%	-7%	-18%	-4%	i
Cc1cc(C)cc(N=Cc2ccc([N+](=O)[O-])s2)c1	u	u	3%	-5%	7.7%
COc1ccc(NC(=O)c2cnn(-c3ccccc3)c2C)c(OC)c1	56%	-3%	-4%	-4%	2.0%
O=C(Cn1c(C(=O)N2CCc3ccccc3C2)cc2sccc21)c1ccccc1	21%	-7%	6%	-5%	i
Cc1cc(CNC(=O)c2cc(Br)ccc2Cl)nn1C	-1%	-10%	-8%	0%	i	VEEV TC-83 Vero 10K pilot screen=0.0
COc1ccc2c(CC(=O)Nc3ccccc3N3CCOCC3)coc2c1	10%	0%	11%	-2%	1.1%
Cc1nnc(NC2CCCCC2)[nH]c1=O	-4%	-13%	-7%	-5%	1.8%
CCOC(=O)N1CCN(S(=O)(=O)N2CCCC(C(=O)NCCCN3CCCCC3CC)C2)CC1 (centres undefined)	12%	-4%	-7%	-7%	0.7%
COc1ccc(Cl)cc1NC(=O)NNC(=O)c1ccccn1	u	11%	-4%	-13%	1.7%
Cc1ccc(NC(=O)C2CCCN(C(=O)c3ccc(Cl)cc3)C2)cc1S(=O)(=O)N1CCOCC1 (centres undefined)	26%	-1%	9%	-4%	7.3%
O=C(c1cn(-c2ccccc2)nc1-c1ccc(Cl)s1)N1CCOCC1	27%	36%	-5%	6%	i
C/C(CC(=O)Nc1cccc(Cl)c1Cl)=N\NC(=O)c1ccccc1N	11%	2%	-4%	-2%	3.2%
CCOC(=O)C1CCCCN1Cc1cccc(OC)c1OC (centres undefined)	-6%	0%	-7%	-5%	i
COc1ccc2cc(C(=O)CS(=O)(=O)c3ccccc3)c(=O)oc2c1	14%	2%	-9%	-6%	1.7%
CCCCN1C(=N)N([C@@H](C)CN2CCC[C@H]2CN2C(N)=NC[C@@H]2Cc2ccccc2)C[C@H]1[C@H](C)CC	u	17%	x	2%	0.6%	VEEV TC-83 Vero 10K pilot screen=0.7
COC(=O)c1ccc(/C=C/c2c(-c3ccsc3)sc3ccccc23)cc1	12%	52%	4%	-3%	2.2%
COCCn1c(SCC(=O)Nc2ccc(C(N)=O)cc2)nc2c([nH]c3ccccc32)c1=O	19%	-8%	-3%	9%	4.9%
NC(=O)CC(NC(=O)c1ccc(Br)cc1)c1ccc(NCc2ccc(F)c(F)c2)c([N+](=O)[O-])c1 (centres undefined)	-3%	8%	-3%	15%	1.2%
Cc1cc(NCCN2CCOCC2)n2nc(C)c(-c3ccc(Cl)cc3)c2n1	u	66%	-4%	-5%	7.8%
O=C(CN(c1ccccc1)S(=O)(=O)c1ccccc1[N+](=O)[O-])N1CCCC1	-8%	4%	6%	0%	0.1%
O=C(c1cccc(N2C(=O)C3C4C=CC(C4)C3C2=O)c1)N1CCN(c2ccccc2)CC1 (centres undefined)	-4%	0%	11%	-2%	0.8%
Cc1ccc(CSc2nnc(Nc3ccc(C)cc3)s2)cc1	24%	5%	-18%	-5%	3.5%
CN(Cc1ccc(C(F)(F)F)cc1)C(=O)C1CCC(=O)N(C2CC2)C1 (centres undefined)	-4%	10%	-6%	14%	3.3%
c1ccc(Sc2cccc3ccccc23)c(CNC2=NCCN2)c1	52%	-1%	68µM*	24%	i
CCOC(=O)C1=C(C)N=C2SC(C(=O)OC)=CC(=O)N2C1c1ccc(OC)cc1 (centres undefined)	0%	18%	8%	4%	1.4%
Cc1noc(C)c1C(=O)N1CCC2(CC1)Oc1ccc(F)cc1C(=O)C21CC(c2ccc(Cl)cc2)=NO1 (centres undefined)	30%	u	-4%	-15%	6.2%
Cc1c(/C=N/N2C(=O)C3C4C=CC(C4)C3C2=O)c2ccccc2n1C (centres undefined)	13%	4%	5%	-9%	0.6%
COc1ccc(Oc2nc(SC)nc3ccsc23)cc1	48%	7%	3%	-22%	4.8%
CCOc1nc(OCC)nc(-n2cc(-c3ccccc3)nn2)n1	-6%	14%	10%	-1%	2.2%
O=C(Nc1ccc2c(c1)OCCO2)C1CCCN(S(=O)(=O)c2cccs2)C1 (centres undefined)	19%	-1%	7%	-1%	7.2%
CC(C)CN1C(=O)c2ccc(C(=O)Nc3c[nH]c(=O)[nH]c3=O)cc2C1=O	-11%	-4%	5%	-9%	1.0%
Cc1ccc(S(=O)(=O)Nc2cc(=O)[nH]c3c2CCC3)cc1	-16%	-6%	1%	-28%	0.5%
COc1ccc(O)c(C(=O)C2c3ccccc3C(=O)N2c2ccc(C)cc2)c1 (centres undefined)	14%	-1%	0%	11%	4.0%
Cc1nnc(NC(=O)c2ccc(S(=O)(=O)N3CCCCCC3)cc2)o1	u	64%	11%	1%	1.2%
COc1ccc(-c2cc([C@H]3[C@H]4C=CC[C@@H](C)[C@@H]4C(=O)N3Cc3ccccc3)ccc2F)cc1	17%	2%	15%	4%	1.7%
CCCCC1=CC2=C(c3ccco3)C(=O)C(C)(OC(=O)c3ccc(OC)cc3)C(=O)C2=CN1Cc1ccc2c(c1)OCO2 (centres undefined)	1%	2%	-13%	5%	0.3%	VEEV TC-83 Vero 10K pilot screen=0.3
COc1ccc(N2C(=O)CCC(C(=O)N3CCCCC3)C2c2ccc(OC)c(OC)c2)cc1 (centres undefined)	4%	4%	-8%	-1%	i
CCO[C@@H]1OC(C(=O)NC2CC2)=C[C@H](C2CC2)[C@H]1CCCO	-22%	3%	5%	-7%	0.1%
CCN1CCN(S(=O)(=O)Cc2ccccc2Cl)CC1	2%	-5%	-1%	-10%	3.3%
Cc1ccc(-c2nc(SC(C)C(=O)c3c(N)n(C)c(=O)n(C)c3=O)n[nH]2)cc1 (centres undefined)	-6%	0%	3%	-5%	10%

Additional entries follow.
SMILES	M. tuberculosis	H37Rv inhibition	PhoP GFP inhibition	H1N1 NS1A inhibition	VEEV TC-83 Vero	others
O=C(c1ccco1)c1cn(Cc2ccccc2)c2ccccc12	33%	58%	-3%	8%	4.2%
Cc1cccc(NC(=O)c2ccccc2C(=O)Nc2cccc(C)c2)c1	-12%	-1%	5%	-5%	i
Cc1nn(-c2ccccc2)c(C)c1C(=O)OCC(=O)N(C)C1CCS(=O)(=O)C1 (centres undefined)	-8%	-7%	-5%	3%	i
COc1ccc(NC(=O)CSCC(=O)Nc2cccc(S(=O)(=O)N3CCCCCC3)c2)cc1	3%	3%	-4%	-1%	6.2%
O=c1cc(CO)oc(CN2CCN(Cc3ccccc3)CC2)c1O	-12%	-6%	1%	1%	0.6%
CCOC(=O)c1cc(-c2ccccc2)n(CCC(=O)O)c1C	7%	-5%	-13%	-13%	0.2%
C=CCOc1ccc(Cl)cc1CNCCCN1CCOCC1	0%	-2%	-2%	-7%	i
COc1ccccc1N1CCN(CCCn2c(=S)[nH]c3ccccc3c2=O)CC1	11%	-2%	-2%	-15%	1.8%
CC(C)(C)C(=O)NNC(=O)CCCOc1ccc(Cl)cc1Cl	1%	11%	-11%	-2%	i
COC(=O)c1sccc1NC(=O)CC1C(=O)NCCN1C(=O)Nc1ccc(C(F)(F)F)cc1 (centres undefined)	26%	3%	3%	1%	5.9%

Pulled by compound from the list above:
SMILES	M. tuberculosis	H37Rv inhibition	PhoP GFP inhibition	H1N1 NS1A inhibition	VEEV TC-83 Vero	others
Cc1nn(-c2ccccc2)c(C)c1C(=O)OCC(=O)N(C)C1CCS(=O)(=O)C1 (centres undefined)	-8%	-7%	-5%	3%	i
COc1ccccc1N1CCN(CCCn2c(=S)[nH]c3ccccc3c2=O)CC1	11%	-2%	-2%	-15%	1.8%
C=CCOc1ccc(Cl)cc1CNCCCN1CCOCC1	0%	-2%	-2%	-7%	i
